# Source: PubChem BioAssay (National Center for Advancing Translational Sciences (NCATS))
# ERG-DNA inh – qHTS for Small Molecule Inhibitors of the ERG Ets/DNA interaction; fluorescence polarization, His-ERG Ets domain / labelled DNA; Potency, µM (top dose mostly 76.9 µM), for inactives: top-dose FP activity, negative = inhibition, usual class: inhibitors; hit rate 0.028% among 370,000; AID 624246, 2012; active = well fitted inhibition curve with a large enough effect in the polarisation, with a control signal flat; inconclusive = small, poorly fitted or top-dose-only effect, or effect the other way, or a change in a side signal; inactive = no such curve, though single readings can be large or run the other way; the % refers to the polarisation;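 also: polarization taken with two DNA probes labelled with fluorescein and Texas red; potency is read from the fitted curve at half-maximal effect; % of control where 0% means no effect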
#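 His-tagged ERG Ets domain (1 uM in the protein solution; 300mM KCl, 50mM Tris-HCl, 1mM EDTA, 1mM DTT, pH 7.5) received compound, then a probe mix of 5 nM fluorescein-DNA and 100nM Texas-615-DNA. Fluorescence polarization was read for both dyes.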
# 12-LOX inh – Primary qHTS assay for inhibitors of human arachidonate 12S-lipoxygenase (ALOX12): Round 2 | Polyunsaturated fatty acid lipoxygenase ALOX12 (Homo sapiens), P18054 | purified 12hLO, xylenol orange hydroperoxide absorbance | Potency, µM (series often up to 108 µM), for inactives: at the highest dose activity change, negative = inhibition, hits mostly inhibitors | hit rate 1.1% among 580,000; also: potency is read from the fitted curve at half-maximal effect; % is scaled to controls: 0 for no effect and ±100 for the full control effect
#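 Purified human 12hLO at 150 nM in 25 mM Hepes, 0.01% Triton X-100, pH 7.0, preincubated 15 min at room temperature with compound. Reaction started with 40 uM arachidonic acid, 30 min at room temperature. Hydroperoxide measured by Fe-xylenol orange, 573/405 nm absorbance ratio.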
# LDHA inh – qHTS assay for inhibitors of human lactate dehydrogenase; AID 1347041, 2019; purified LDHA, NADH/diaphorase-resazurin fluorescence; stronger effect = lower value; hit rate 0.15% among 480,000; activity change, % (values are at about 110 or 230 µM); L-lactate dehydrogenase A chain (Homo sapiens), P00338; in the data active = activity change below about -30%; inconclusive = mostly about -25% to -30%;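 also: plate controls were DMSO wells for no effect and wells without enzyme for full effect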
#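 Remaining NADH was detected by diaphorase (0.133 mg/mL) converting 37 µM resazurin to fluorescent resorufin, read at 0 and 20 minutes. The preceding 5-minute room-temperature reaction used 2 nM LDHA, 0.2 mM sodium pyruvate and 0.06 mM NADH at pH 7.4.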
# RGS4 inh – Inhibitors of Regulator of G Protein Signaling (RGS) 4: qHTS. Regulator of G-protein signaling 4 (Homo sapiens), P49798. Transcreener GDP fluorescence polarization, RGS4-accelerated GTP hydrolysis. Potency, µM (highest dose often 114 µM), inactives show at the top dose activity change, negative = inhibition, actives largely listed as inhibitors. hit rate 0.039% among 390,000; also: potency is read from the fitted curve at half-maximal effect; % is scaled to controls: 0 for no effect and ±100 for the full control effect; nearly all actives have a fitted effect of over 75% in size; some results filed as inactive show a strong effect at the top dose
# Target sequence (P49798 whole entry, looked up): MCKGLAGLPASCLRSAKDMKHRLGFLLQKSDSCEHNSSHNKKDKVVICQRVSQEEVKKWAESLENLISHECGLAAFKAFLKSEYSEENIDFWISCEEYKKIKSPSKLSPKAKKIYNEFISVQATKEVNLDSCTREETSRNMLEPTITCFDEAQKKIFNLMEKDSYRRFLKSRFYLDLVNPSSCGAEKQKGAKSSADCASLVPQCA
#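 MLSMR compounds (23 nl, pin-transferred) preincubated 10 min at room temperature with a 500nM (2x) first reagent, then RGS4 at 900nM (2x) plus Transcreener GDP mix added; fluorescence polarization (620/688 nm) read before and after 90 min at 30 °C.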
# POLB inh – qHTS Assay for Inhibitors of DNA Polymerase Beta | Pol beta primer extension/strand displacement, fluorescence kinetic | Potency, µM (doses to about 114 µM), for the others: top-dose activity change, negative = inhibition, most hits filed as inhibitors | hit rate 1.3% among 340,000 | P06746 | AID 485314, 2010; also: potency is read from the fitted curve at half-maximal effect; % is scaled to controls: 0 for no effect and ±100 for the full control effect
#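 Kinetic readout of DNA synthesis with strand displacement by Pol beta. Compound and 10 nM enzyme sit 15 min at room temperature; 50 nM substrate starts the reaction, read immediately and at 10 min.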
# APE1 inh – qHTS Assay for Inhibitors of the Human Apurinic/apyrimidinic Endonuclease 1 (APE1) | DNA repair nuclease/redox regulator APEX1 (Homo sapiens), P27695 | AID 2517, 2012 | recombinant APE1, TAMRA/BHQ-2 abasic DNA cleavage fluorescence | Potency, µM (doses to about 65.8 µM), for inactives: at the top dose activity change, negative = inhibition, most hits filed as inhibitors | hit rate 0.35% among 350,000;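 also: potency is read from the fitted curve at half-maximal effect; plate controls were vehicle for no effect and reference inhibitor for full effect; nearly all actives have a fitted effect of over 55% in size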
#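 Substrate: short duplex with […] THF abasic site, 5'-TAMRA and 3'-BHQ-2, 50 nM final. APE1 at 0.75 nM, preincubated 15 min RT with compound. Fluorescence increase from first to third read measured activity.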
# POLH inh – qHTS for Inhibitors of Polymerase Eta; recombinant Pol eta, fluorescent DNA replication assay; hit rate 1.2% among 390,000; Potency, µM (top dose mostly 114 µM), without a hit: at the top dose activity change, negative = inhibition, hits mostly inhibitors; AID 588591, 2011; also: potency is read from the fitted curve at half-maximal effect; % is scaled to controls: 0 for no effect and ±100 for the full control effect
# Target sequence (Q9Y253 whole entry, looked up): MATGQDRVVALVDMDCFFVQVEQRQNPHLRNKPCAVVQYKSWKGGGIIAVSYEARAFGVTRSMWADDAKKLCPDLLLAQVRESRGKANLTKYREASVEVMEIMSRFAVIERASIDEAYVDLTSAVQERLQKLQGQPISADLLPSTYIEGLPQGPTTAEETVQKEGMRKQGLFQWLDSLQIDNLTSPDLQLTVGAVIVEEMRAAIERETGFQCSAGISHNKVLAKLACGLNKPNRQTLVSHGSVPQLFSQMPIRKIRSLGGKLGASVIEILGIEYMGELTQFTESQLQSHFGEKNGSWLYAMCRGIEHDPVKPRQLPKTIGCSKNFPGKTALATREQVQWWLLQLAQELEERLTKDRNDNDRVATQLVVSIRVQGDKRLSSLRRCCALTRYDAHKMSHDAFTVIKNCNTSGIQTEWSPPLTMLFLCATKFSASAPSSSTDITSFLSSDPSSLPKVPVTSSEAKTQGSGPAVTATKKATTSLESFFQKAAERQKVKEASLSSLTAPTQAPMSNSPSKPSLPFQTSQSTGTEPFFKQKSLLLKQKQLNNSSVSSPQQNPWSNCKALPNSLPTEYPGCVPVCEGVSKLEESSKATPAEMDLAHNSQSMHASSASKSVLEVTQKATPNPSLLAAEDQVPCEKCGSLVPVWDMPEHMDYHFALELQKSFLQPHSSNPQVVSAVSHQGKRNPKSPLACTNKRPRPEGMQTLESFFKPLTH
#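 Fluorescent replication assay: 50 nM final substrate added after a 15 min room-temperature compound preincubation with 10 nM enzyme. Signal taken at 0 min and again at 10 min.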
# POLK inh – qHTS for Inhibitors of Polymerase Kappa. DNA polymerase kappa (Homo sapiens), Q9UBT6. purified Pol kappa, fluorescent DNA synthesis assay, 10 min. Potency, µM (series often up to 107 µM), inactives show at the highest dose activity, negative = inhibition, usual class: inhibitors. hit rate 0.53% among 400,000. AID 588579, 2011; also: potency is read from the fitted curve at half-maximal effect; % is scaled to controls: 0 for no effect and ±100 for the full control effect
#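 10 nM Pol kappa preincubated 15 min at room temperature with compounds, then reaction started with substrate at 50 nM final. Fluorescence read kinetically at 0 and 10 min; buffer-only wells served as negative control.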
# Anesthetic bind – qHTS Assay for Identification of Novel General Anesthetics; Ferritin light chain (Equus caballus), P02791; hit rate 0.074% among 350,000; apoferritin/1-aminoanthracene competitive binding, fluorescence; Potency, µM (titrated, usually from 77.5 µM), inactives show at the highest dose activity change, negative = displacement, usual class: inhibitors; also: potency is read from the fitted curve at half-maximal effect; % is scaled to controls: 0 for no effect and ±100 for the full control effect; nearly all actives have a fitted effect of over 20% in size
# Target sequence (P02791 2-175 limits assumed): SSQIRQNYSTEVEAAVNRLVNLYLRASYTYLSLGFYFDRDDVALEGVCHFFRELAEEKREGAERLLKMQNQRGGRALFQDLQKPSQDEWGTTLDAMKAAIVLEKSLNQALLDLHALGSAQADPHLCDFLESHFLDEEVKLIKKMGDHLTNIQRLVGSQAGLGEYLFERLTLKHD
#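 In PBS, apoferritin at 10 uM is loaded with 1-AMA from a 50% saturated solution. After 10 min of compound exposure at ambient temperature, reduced 535 nm fluorescence indicates probe displacement.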
# * = called active by the depositor; ? = inconclusive; nt = not tested or not shown; & = joins results of further samples; [ ] = another dose, or the depositor's remark. Unless noted, calls follow the shape of the dose curve; as a rule, active = well fitted curve in the direction sought with a large enough effect; inconclusive = small, poorly fitted or top-dose-only effect, or another doubt; inactive = no such curve, though single readings can be large; an effect the other way counts as inactive or inconclusive.
molecule	ERG-DNA inh	12-LOX inh	LDHA inh	RGS4 inh	POLB inh	APE1 inh	POLH inh	POLK inh	Anesthetic bind
CCN(CC)c1ccc(C(=O)N2CCc3c([nH]c4ccccc34)C2c2ccc(F)cc2)cc1 (centres undefined)	-3.5%	?	-5.2	-0.8%	?	nt	-11.7%	-7.5%[60.1 µM]	-5.8%
COc1ccc(S(=O)(=O)N2CCOCC2)cc1NC(=O)c1ccc(-n2nc(C)cc2C)cc1	1.9%	-10.3%	-4.7	9.2%	8.9%	8.4%	-0.4%	-16.3%	-5.7%
O=C1C2C3C=CC(CC3)C2C(=O)N1/N=C/c1ccco1 (centres undefined)	-18.0%	-11.2%	-0.4	2.6%	29.9%	11.4%	0.4%	4.5%	-13.1%
O=C1CC(N2CCN(c3ncccn3)CC2)C(=O)N1CCc1ccccc1 (centres undefined)	8.9%	?	0.7	16.9%[56.9 µM]	19.1%	1.0%	-1.1%	-6.1%	-4.0%
COc1cccc(NC(=O)CN(C)C(=O)Cn2c(=O)oc3ccccc32)c1	5.8%	13.9%	-2.5	-4.8%	nt	-0.3%	-7.3%	2.2%	nt
O=C(Nc1ccc(Cl)cc1)N1CCOCC1	3.7%	12.1%	-12.7	8.9%	-0.7%	0.9%	-0.2%	-5.0%	-1.5%
COc1ccc(C(=O)NCc2ccc3c(c2)OCO3)cc1	4.0%	42.8%[activator]	0.3	-29.6%	11.6%	11.3%	-13.6%	-0.5%	-12.1%
CCCCCCCCCCS(=O)(=O)N/N=C/c1ccc(O)cc1	6.0%	?	-6.0	6.2%[11.4 µM]	-9.4%	3.1%	-29.8%	-14.8%[60.1 µM]	15.8µM*
CC(C)(C)C(=O)Cn1nnc(-c2ccc(C(F)(F)F)cc2)n1	-20.0%	-14.5%	-0.5	-19.3%	-5.4%	-2.1%	-13.0%	1.6%	1.7%
Cn1cc(/C=C2\SC(=S)N(NC(=O)c3ccccc3)C2=O)c2ccccc21	16.8%	10.0%	-1.7	-14.3%	33.4%	-4.3%	-16.0%	-5.6%	-10.3%
Cc1onc(-c2ccccc2)c1-c1nnc(-c2ccccc2C(F)(F)F)o1	3.4%	0.0%	1.3	21.3%	16.9%	2.0%	-11.7%	-0.7%	2.4%
Cc1cccc(NC(=O)C2C3CCCCC32)c1 (centres undefined)	-7.9%	?	-11.1	17.6%	0.5%	25.7%	-2.5%	1.4%	-11.1%
COC(=O)C1=C(C)N(Cc2ccc3c(c2)OCO3)C(=O)C1	17.5%	0.0%	-1.2	-18.0%	-6.9%	3.5%	-11.2%	-0.6%	-9.6%
Cc1cccc(NS(=O)(=O)c2ccc(C(=O)NCC(C)(C)N3CCOCC3)cc2)c1C	12.9%	-1.4%	-2.2	-19.3%	4.7%	48.8%[activator]	-17.2%	1.6%	-12.8%
Cc1ccc(C2=NNC(c3ccc(Cl)cc3)=Nc3ccccc32)o1	-4.6%	-21.1%	-0.8	-20.7%	20.2%	17.6%	-18.6%	-1.2%	-8.2%
Cc1ccc(-c2nn(-c3ccccc3)cc2/C=C/C(=O)OCC(=O)NC2CC2)o1	-0.9%	0.0%	-3.6	-16.7%	-0.5%	-6.9%	-1.4%	-16.0%	5.5%
C[C@@H]1CN(S(=O)(=O)C(C)(C)C)[C@@H](CCO)/C1=C\c1ccccc1	3.8%	12.5%	2.2	-0.3%	nt	nt	-12.1%	9.1%	nt
CCn1c(=O)cc(SCC(=O)N2CCN(c3cc(C)ccc3C)CC2)c2ccccc21	-4.2%	2.7%	-0.1	6.9%	8.7%	nt	-26.7%	-6.4%	-14.9%
CC1Cc2ccccc2N1C(=O)c1ccc(F)c(S(=O)(=O)N2CCOCC2)c1 (centres undefined)	-16.1%	1.3%	-4.5	-4.5%	nt	13.9%	-10.8%	4.1%	nt
CC(C)c1ccc(C(O)c2cnc(C(C)C)n2C)cc1 (centres undefined)	1.3%	-8.1%	-9.7	19.2%	-5.8%	-10.7%	-1.5%	-7.2%	-19.5%

# Two entries from above, field by field.
> Cc1ccc(C2=NNC(c3ccc(Cl)cc3)=Nc3ccccc32)o1
  ERG-DNA inh: -4.6%
  12-LOX inh: -21.1%
  LDHA inh: -0.8
  RGS4 inh: -20.7%
  POLB inh: 20.2%
  APE1 inh: 17.6%
  POLH inh: -18.6%
  POLK inh: -1.2%
  Anesthetic bind: -8.2%

> Cc1ccc(-c2nn(-c3ccccc3)cc2/C=C/C(=O)OCC(=O)NC2CC2)o1
  ERG-DNA inh: -0.9%
  12-LOX inh: 0.0%
  LDHA inh: -3.6
  RGS4 inh: -16.7%
  POLB inh: -0.5%
  APE1 inh: -6.9%
  POLH inh: -1.4%
  POLK inh: -16.0%
  Anesthetic bind: 5.5%

# Other entries:
molecule	ERG-DNA inh	12-LOX inh	LDHA inh	RGS4 inh	POLB inh	APE1 inh	POLH inh	POLK inh	Anesthetic bind
Cc1ccn2cc(CNS(=O)(=O)c3ccc(Cl)s3)nc2c1	0.8%	-1.8%	-0.4	-16.7%	?	-3.2%	-7.8%	1.8%	-22.1%
CC(=O)Nc1ccc(S(=O)(=O)N2CCN(Cc3cccnc3)CC2)cc1	-29.4%	?	-18.4	-12.3%	-0.1%	-2.4%	-2.3%	-4.5%	-10.6%
CCC(C)(c1ccc(C(=O)OC)s1)c1ccc(C(=O)OC)s1	-1.0%	-3.3%	-0.2	-20.4%	6.4%	-2.6%	-16.5%	-9.8%	?
COC(=O)Nc1ccc(S(=O)(=O)N(C)CC(F)(F)C(F)F)cc1	-0.8%	-1.5%	-6.1	19.2%	-5.8%	-1.5%	-15.1%	1.1%	-3.1%
CC1CCCC(NC(=O)COC(=O)c2ccc(S(=O)(=O)N3CCOCC3)cc2)C1C (centres undefined)	0.5%	-13.3%	1.8	-16.7%	-0.7%	-0.4%	-12.9%	5.7%	?
CCC(C(=O)N1CCOCC1)n1c(C(=O)OC)cc2occc21 (centres undefined)	-6.1%	17.1%	-5.2	-0.9%	4.0%	2.5%	-9.5%	-10.8%	-5.2%
O=C(COC(=O)CCCOc1ccccc1)NNC(=O)c1ccc([N+](=O)[O-])cc1	7.1%	0.0%	0.4	-30.7%	3.0%	19.9%	-11.5%	2.3%	-24.0%
CCC(C)(C)NC(=O)/C=C/c1ccc(OC)c(S(=O)(=O)N2CCOCC2)c1	8.8%	14.5%	-2.3	-8.9%	-18.2%	?	-10.6%	-10.4%	-0.7%
O=C(Cc1csc(Nc2nc(=S)[nH]c3ccccc23)n1)NCc1ccccc1Cl	-0.7%	-6.2%	-6.6	-2.9%	0.9%	-0.9%	-3.7%	-12.8%	-12.2%
CCOc1ccc(C(C)=O)cc1CN1C(=O)NC2(CCCCC2C)C1=O (centres undefined)	4.9%	0.0%	-1.2	-14.0%	23.2%	-0.2%	-0.8%	1.3%	-16.3%
CCOCCOC(=O)c1ccc(NC(=O)c2cc(OC)c(OC)c(OC)c2Br)cc1	0.0%	1.9%	-7.3	26.7%	13.9%	19.1%	-11.0%	-7.5%	9.0%
O=C(CSc1ncccn1)Nc1cccc2ccccc12	-13.3%	-15.0%	2.5	-9.2%	35.2%	29.8%	-10.0%	0.0%	-9.8%
CCc1nnc(NC(=O)C2(C)COC(c3ccccc3)OC2)s1 (centres undefined)	29.2%	24.9%	-2.2	19.0%	44.4%	15.7%	4.1%	-4.7%	-3.1%
O=C(CCC(=O)Nc1ccc(F)cc1)N/N=C/c1ccncc1	0.7%	-1.2%	4.5	13.5%	34.9%	18.0%	-8.2%	-6.1%	?
COc1ccc(-c2nc3c(s2)CCc2onc(-c4ccc(Br)cc4)c2-3)cc1	2.5%	-13.6%	-13.8	14.3%	nt	nt	-5.9%	-22.7%	nt
Cc1ccc(OCC(=O)N(Cc2ccco2)C2CCS(=O)(=O)C2)cc1 (centres undefined)	-10.5%&-4.4%	1.0%&-17.4%	-2.0&-0.4	0.3%&-9.8%	10.7%&-6.7%	24.7%	-18.5%&-13.8%	-5.4%&-15.8%	-11.8%&-7.5%
Fc1ccc(-c2nnc(CN3CCN(c4ccccn4)CC3)o2)cc1	0.5%	-11.0%	-1.4	1.5%	6.1%	nt	-1.5%	-19.1%	-6.6%
CCN(CC)CCN(C(=O)c1ccc(S(=O)(=O)N2CCCC2)cc1)c1nc2cc(C)cc(C)c2s1	6.0%	385.9%[activator]	-0.9	-8.9%	-0.8%	28.1%	-14.7%	0.4%	-18.5%
CCOC(=O)C1CCCN(C(=O)c2cc3c(Cl)nc4ccccc4c3s2)C1 (centres undefined)	5.7%	4.0%	-3.9	7.6%	0.7%	nt	-16.1%	-13.4%	?
Cc1ccc(NS(=O)(=O)c2cccc(C(=O)NCC3(N(C)C)CCCCC3)c2)cc1	-6.5%	-6.2%	0.7	9.5%	3.1%	-0.7%	-10.8%	6.0%	-23.4%

# A portion of the library (hit frequency here may not be typical).
